Screening results as filed in PubChem BioAssay.
TRPV1 ag – human TRPV1 agonism. Q8NER1. TRPV1-expressing cells, Fluo-8 calcium influx, agonist mode. activation, % at 8.33 µM. actives 0.19% (n = 320,000). AID 540275; in the data active means activation above about 80%; inconclusive means between about 30% and that limit; further: 0% is about no effect
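TRPV1-expressing cells were cultured overnight at 35.5C and loaded with Fluo-8 calcium dye for 40 to 90 min at room temperature. After a 10 s baseline, compound was added and calcium influx was read kinetically for 3 min (ex 480/em 520 nm).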
hERG WT inh – blocks the wildtype human KCNH2 potassium channel; U2OS, BacMam KCNH2, thallium flux FluxOr; stronger effect = lower value; activity change, % at 1.84 µM; actives 0.37% (n = 340,000); AID 720551;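 active means maximum activity change below -70%; inconclusive means maximum activity change between -70% and -50%; inactive means maximum activity change above -50%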; further: on the % scale 0 is the no-effect control and ±100 the full control effect
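U2OS cells were transduced with wild-type KCNH2 virus (2.03 x 10^8 / mL) for 4 h at room temperature, then cultured overnight at 37 C. Thallium flux was read with FluxOr dye. Rate constants were normalized to DMSO controls.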
A-T KAP1 phos – potential ataxia-telangiectasia treatments restoring KAP-1 phosphorylation | […] A-T fibroblasts, KAP-1 phosphorylation AlphaLISA; neocarzinostatin DNA damage 30 min before lysis | Potency, µM (doses to about 57.5 µM), without a hit: top-dose activation, most hits filed as activators | actives 0.19% (n = 320,000) | AID 485349; further: potency means the concentration at half of the fitted maximal effect; % of control where 0% means no effect; nearly all actives have a fitted effect of over 45% in size
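hTERT-immortalized A-T patient fibroblasts ([…]), 500 cells/well in OPTI-MEM, 1% FBS, got compounds for 60 min, then NCS for 30 min at 37C. Lysates were then assayed for phospho-KAP-1 by AlphaLISA (anti-pKAP1 donor, anti-KAP1 acceptor beads), 6 hr at 25C.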
Integrin act MD – integrin-mediated muscular dystrophy alleviation activation | actives 0.064% (n = 350,000) | Potency, µM (highest dose often 38.3 µM), for the others: at the top dose activation, actives largely listed as activators | alpha7betagal myoblasts, beta-gal FDG fluorescence, 48 h | AID 624291;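 further: potency means the concentration at half of the fitted maximal effect; 100% = response of the positive control SU9516; nearly all actives have a fitted effect of over 60% in size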
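Alpha7betagal+/- myoblasts (passage 13) were plated 16-24 hr, then exposed to compounds (1:260 dilution of DMSO stock) for 48 hours at 37C. After MPER lysis, β-galactosidase reporter activity was read as FDG fluorescence (ex 480/em 540) after 30 minutes.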
ASM inhibitor – blocks human secretory acid sphingomyelinase | P17405 | placental ASM, HMU-PC fluorogenic substrate, 60 min | Potency, µM (titrated, usually from 57.5 µM), inactives show top-dose activity change, negative = inhibition, actives largely listed as inhibitors | actives 0.006% (n = 340,000); further: potency means the concentration at half of the fitted maximal effect
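HMU-PC0 cleavage (9 uM final) by human placental ASM, 60 min at 37 °C following 10 min compound exposure at RT; stopped at pH 10, fluorescence Ex 386/Em 447 nm.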
KCNH2 3.1 block – blocks the human KCNH2 3.1 channel isoform | actives 0.95% (n = 340,000) | U2OS KCNH2 3.1, thallium flux FluxOr; stronger effect = lower value | AID 720553 | activity change, % (tested at about 1.8 µM);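 active means maximum activity change below -70%; inconclusive means maximum activity change from -70% to -50%; inactive means maximum activity change above -50%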;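 further: thallium influx rate constant from kinetic fluorescence after stimulation buffer; on the % scale 0 is the no-effect control and ±100 the full control effect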
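Thallium flux via FluxOr fluorescence (Red40 quencher, 45 min loading) in U2OS cells virally expressing the KCNH2 3.1 isoform (1.77 x 10^8 /mL virus, overnight at 37 C). Rate constants from 2-min kinetic reads post-stimulation, normalised to positive and negative controls.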
CXXC DNA block – inhibitors of human MLL CXXC domain-DNA interaction; Q03164; MLL-CXXC / FITC-HOXA9 DNA fluorescence polarization; Potency, µM (top dose mostly 115 µM), without a hit: at the highest dose activity change, negative = inhibition, usual class: inhibitors; actives 0.037% (n = 290,000); active means well fitted inhibition curve with a large enough effect in the polarisation, with a control signal flat, not every such curve was filed as active; inconclusive means small, poorly fitted or top-dose-only effect, or effect the other way, or a change in a side signal; inactive means no such curve, though single readings can be large or run the other way; the % refers to the polarisation; further: potency means the concentration at half of the fitted maximal effect
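Purified MLL-CXXC (added from a 7 uM solution) was preincubated 5 min at ambient with pinned compounds in 50 mM Tris-HCl pH 7.5, 50 mM NaCl, 1 mM DTT, 0.05% BSA. Fluorescein-labeled HOX-A9 DNA (50 nM solution) followed, 30 min, then polarization read.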
FBPA coupling cs – inhibits coupling enzyme system, counter-screen for aldolase hits. activity change, negative = inhibition, % at 58.2 µM, hits read low. AID 2472. coupling enzyme system counterscreen, AmpLite Red fluorescence. actives 0.67% (n = 290,000); in the data active means activity change below about -30%; further: on the % scale 0 is the no-effect control and ±100 the full control effect
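Counterscreen of the coupled detection system alone, without aldolase: glyceraldehyde-3-phosphate coupling enzymes plus AmpLite Red readout. Compounds at 57.5 uM final, 10 min RT preincubation, 20 min RT reaction, fluorescence 525/598 nm.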
MBNL1 CUG block – inhibitors of human MBNL1 binding to CUG repeat RNA; actives 0.036% (n = 280,000); TR-FRET MBNL1-His/biotin-(CUG)12 binding, 665/545 ratio; Potency, µM (top dose mostly 57.5 µM), inactives show at the top dose activity change, negative = inhibition, actives largely listed as inhibitors; Q9NR56; AID 2675; active means well fitted inhibition curve with a large enough effect in the signal ratio, with a control signal flat, not every such curve was filed as active; inconclusive means small, poorly fitted or top-dose-only effect, or effect the other way, or a change in a side signal; inactive means no such curve, though single readings can be large or run the other way; the % refers to the signal ratio; further: potency means the concentration at half of the fitted maximal effect; on the % scale 0 is the no-effect control and ±100 the full control effect
Target sequence (Q9NR56 whole entry, looked up): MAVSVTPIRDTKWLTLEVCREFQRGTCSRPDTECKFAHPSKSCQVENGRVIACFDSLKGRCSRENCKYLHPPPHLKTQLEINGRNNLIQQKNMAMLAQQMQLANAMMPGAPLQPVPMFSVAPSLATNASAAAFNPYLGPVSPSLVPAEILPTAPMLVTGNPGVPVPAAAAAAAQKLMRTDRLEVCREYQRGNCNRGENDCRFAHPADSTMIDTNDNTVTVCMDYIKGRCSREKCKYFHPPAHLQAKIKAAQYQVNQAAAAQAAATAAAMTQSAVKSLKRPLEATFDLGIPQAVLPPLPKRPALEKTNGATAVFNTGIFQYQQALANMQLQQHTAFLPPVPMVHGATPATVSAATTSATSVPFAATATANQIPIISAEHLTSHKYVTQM
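Ratiometric TR-FRET (665 over 545 nm, excitation 340 nm) tracks disruption of MBNL1-His/biotin-(CUG)12 complex after 60 min at room temperature, with compounds at 92 nM to 58 uM final.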
GALK inhibitor – blocks human galactokinase activity; P51570; Purified GALK, Kinase-Glo residual ATP luminescence; Potency, µM (top dose mostly 57.5 µM), without a hit: at the highest dose activity change, negative = inhibition, actives largely listed as inhibitors; actives 0.007% (n = 270,000); AID 1868; further: potency means the concentration at half of the fitted maximal effect; on the % scale 0 is the no-effect control and ±100 the full control effect
Target sequence (P51570 whole entry, looked up): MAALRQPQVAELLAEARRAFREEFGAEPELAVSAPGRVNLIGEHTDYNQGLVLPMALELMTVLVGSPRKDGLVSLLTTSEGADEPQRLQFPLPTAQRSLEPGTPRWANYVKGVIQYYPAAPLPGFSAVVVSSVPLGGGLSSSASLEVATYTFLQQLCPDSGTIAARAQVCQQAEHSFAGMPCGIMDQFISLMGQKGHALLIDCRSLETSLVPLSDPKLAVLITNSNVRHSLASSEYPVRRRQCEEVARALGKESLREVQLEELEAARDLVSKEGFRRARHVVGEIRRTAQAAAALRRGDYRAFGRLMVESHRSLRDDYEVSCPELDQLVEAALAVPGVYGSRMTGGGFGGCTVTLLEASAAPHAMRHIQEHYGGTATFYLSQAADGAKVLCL
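Quantitative HTS: GALK 5 nM, ATP 35 uM, galactose 100 uM, 1 h room temperature, then luciferase-based ATP detection.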
An asterisk follows results filed as active; ? = inconclusive; · = not tested or not shown; [ ] = dose if it differs, or a comment. Unless noted, the call rests on the fitted dose curve; in most records, active means well fitted curve in the direction sought with a large enough effect; inconclusive means small, poorly fitted or top-dose-only effect, or another doubt; inactive means no such curve, though single readings can be large; an effect the other way counts as inactive or inconclusive. Random draw from the library. About 2% of those tested had a hit in this group.

SMILES	TRPV1 ag	hERG WT inh	A-T KAP1 phos	Integrin act MD	ASM inhibitor	KCNH2 3.1 block	CXXC DNA block	FBPA coupling cs	MBNL1 CUG block	GALK inhibitor
COc1ccc(Cn2nnnc2C(c2cc(OC)ccc2OC)N2CCC(C(N)=O)CC2)cc1 (configuration not stated)	6	0	-2%	-30%	4%	·	3%	3	-4%	-1%
COc1ccc(-n2nc(C(=O)NCC(=O)NCc3ccc(F)cc3)c3ccccc3c2=O)cc1OC	-4	2	-8%	-27%	3%	-4	45%[activator]	1	75%[activator]	-15%
C=CCN(Cc1nc(-c2cc(OC)c3c(c2)OCO3)oc1C)C1CCS(=O)(=O)C1 (configuration not stated)	1	7	-1%[11.5 µM]	?	2%	16	1%	0	-9%	-3%
COc1cccc(CNC(=O)c2ccc(COc3ccccc3)cc2)c1	0	23	7%	18%	-2%	2	7%	·	2%	0%
Fc1ccc2c(c1)C(c1ccc(N3CCOCC3)cc1)=NNC(c1cccs1)=N2	29	-2	-15%	-60%[inhibitor]	-29%	-23	2%	0	3%	0%
Cn1c(NNC(=O)c2c(F)cccc2F)cc(=O)n(C)c1=O	-5	-15	-2%	?	1%	11	-5%	2	?	2%
Cc1cc(C)cc(NC(=O)CCCN2C(=O)C(c3ccccc3)Oc3cccnc32)c1 (configuration not stated)	9	3	4%	-39%	-6%	13	1%	0	5%	-3%
CC(C)(C)c1ccc(C(=O)Nc2ccc(CC(=O)O)cc2)o1	9	-7	3%	-1%	3%	9	3%	6	3%	-2%
CCOc1ccc(N2C(=O)c3cccnc3C2Nc2ccc(F)cc2)cc1 (configuration not stated)	4	-12	·	9%	0%	19	1%	-1	0%	-2%
Cc1cc(Cl)c(S(N)(=O)=O)cc1OCC(N)=O	-1	-17	-1%	-3%	0%	14	3%	1	0%	0%
COc1ccc2nc(Cl)c(C3CC(c4ccco4)=NN3C(=O)CCCC(=O)O)cc2c1 (configuration not stated)	0	2	-6%	26%	0%	19	-3%	1	·	-2%
O=C(Nc1ccc(O)c2c(=O)cc(-c3cccc(Cl)c3)oc12)c1ccccc1Cl	1	3	-5%	0%	-3%	-9	10%	0	-10%	1%
NC(=O)c1ccc(Cn2c(C(=O)c3cc(Cl)c(N)c(Cl)c3)c3ccccc3[n+]2[O-])cc1	1	·	-6%	-23%	-8%	-4	·	·	·	·
CC1=CCC2C(=O)N(c3ccc(C(=O)Nc4ccccc4Cl)cc3)C(=O)C2C1 (configuration not stated)	?	-3	6%	?	0%	15	?	-3	0%	-3%
CCN(CC)S(=O)(=O)c1cccc(NC(=O)CSc2nc3ccccc3[nH]2)c1	18	-5	4%	11%	-7%	·	22%	0	1%	1%
O=C1COc2ccc(C(=O)CSc3ccccc3C(=O)O)cc2N1	5	0	-15%	?	3%	-3	-10%	12	-3%	5%
COc1ccc(OC)c(-c2cc(C(F)(F)F)c3c(n2)sc2c(O)cc(=O)[nH]c23)c1	1	8	10%	16%	35%[activator]	-12	-5%	10	2%	0%
CSc1ncccc1C(=O)Nc1cccc(S(=O)(=O)N(C)c2ccccc2)c1	1	3	0%	-31%	-7%	26	·	·	·	·
O=C(OCc1nnc(-c2ccccc2)o1)c1ccc2ccccc2n1	12	-18	1%	-7%	-4%	0	-6%	1	3%	-3%
COc1ccc(C(=O)On2c(-c3ccc(Br)cc3)nc3ccccc3c2=O)cc1	1	-17	15%	-54%	-9%	·	194%[activator]	3	·	0%
O=c1c2c([N+](=O)[O-])cc([N+](=O)[O-])cc2sn1Cc1ccccc1	5	-5	-37%	-79%[inhibitor]	-1%	-11	6%	1	?	·
CCN(C[C@H]1N[C@@](Cc2ccccc2)(C(=O)OC)[C@H]2C(=O)N(C)C(=O)[C@@H]12)C(=O)c1ccccc1	·	0	4%	-4%	5%	-18	·	·	·	·
Cc1cc(OCC(=O)N2CCc3ccccc3C2)c(C)cc1Br	?	-9	24%	-15%	-3%	7	9%	1	-2%	-9%
O=C(COc1ccccc1)N1CCN(C(=O)c2cccs2)CC1	0	1	14%	3%	1%	6	4%	3	-5%	5%
O=c1c2ccccc2nc2c3ccccc3c(Cl)nn12	5	·	2%	·	·	·	16%	3	3%	1%

Other results follow:
SMILES	TRPV1 ag	hERG WT inh	A-T KAP1 phos	Integrin act MD	ASM inhibitor	KCNH2 3.1 block	CXXC DNA block	FBPA coupling cs	MBNL1 CUG block	GALK inhibitor
CCc1cc(C(=O)N2CCCC(C(=O)c3cccc4ccccc34)C2)n(C)n1 (configuration not stated)	4	14	7%	12%	1%	1	3%	2	2%	-2%
Cc1cccc(OC(C)C(=O)Nc2cc(S(=O)(=O)N3CCCCC3)ccc2C)c1 (configuration not stated)	2	2	22%	14%	0%	-3	·	·	·	·
COc1ccc(CN2CCN(CC(=O)Nc3ccccc3C(=O)NC3CC3)CC2)cc1F	1	-93*	3%	-32%	6%	-104*	·	·	·	·
Cc1ccc(/C=C/C(=O)Nc2ccc(Oc3ccccc3)cc2)o1	?	-3	0%	18%	-2%	-15	?	-2	-4%	1%
Cc1cc(C)c2c(CN3CCN(Cc4ccccc4)CC3)cc(=O)oc2c1	0	16	2%	16%	-2%	-17	6%	1	-2%	·
Cc1ccccc1CNC(=O)C(=O)NCC1CCCN1S(=O)(=O)c1cccs1 (configuration not stated)	-1	16	-7%	-2%	8%	8	·	·	·	·
CCCCSc1nnc(-c2cc3c(C(F)(F)F)nn(C)c3s2)n1C	·	-10	5%	14%	-8%	4	-11%	1	-3%	-4%
CCc1cc2c(=O)c(-c3nc4ccccc4n3C)coc2c(CN2CCCCC2)c1O	0	-4	-10%	?	22%	19	-14%	-2	-2%	2%
CC(NS(=O)(=O)c1ccccc1)C(c1cccs1)N1CCN(c2ccccc2)CC1 (configuration not stated)	-1	-26	-11%	1%[7.66 µM]	-5%	-15	9%	3	-2%	-2%
CC(C)NC(=O)c1ccccc1NC(=O)Cc1ccc(Br)cc1	8	-8	1%	3%	-1%	-5	33%[activator]	-1	3%	-1%
Cc1cc(NC(=O)C(C)SCC(=O)N(C)CC(=O)Nc2ccc(Br)cc2C)no1 (configuration not stated)	?	-3	12%	4%	4%	-6	26%	·	2%	7%
CCCN(CCC)C1=N/C(=C\c2ccco2)C(=O)N1c1ccccc1	9	5	4%	24%	281%[activator]	1	0%	4	2%	0%
COc1cccc(-c2nnc(NC(=O)c3ccco3)s2)c1	-1	·	0%	-2%	-4%	10	2%	·	14%	-3%
NC(=O)COC(=O)c1cccc(S(=O)(=O)N2CCN(c3ccc(F)cc3)CC2)c1	2	13	-3%	7%	6%	10	4%	8	-8%	8%
CC1(c2ccccc2)NC(=O)N(CC(=O)Nc2ccccc2C(=O)NC2CC2)C1=O (configuration not stated)	-2	3	4%	1%	4%	7	-4%	·	3%	3%
COc1ccc(NC(=O)CC2C(=O)N(c3cccc(OC)c3)C(=O)N2C2CCCCC2)cc1 (configuration not stated)	6	19	2%	0%	-3%	-6	-2%	4	-2%	-1%
CCOc1ccc(CCNC(=O)CCC(=O)c2cccs2)cc1OCC	·	4	6%	-35%	1%	9	·	·	·	·
Cc1cccc2cc(C#N)c(SCC(=O)NCC3CCCO3)nc12 (configuration not stated)	-3	7	12%	10%	3%	10	0%	-1	-6%	2%
CN(C)c1ccc(N2C(=O)CSC2=S)cc1	2	-6	-11%	1%	3%	2	10%	-7	8%	1%
CCCOc1ccc(NC(=O)CC2C(=O)N(CC)C(=S)N2CCCN2CCN(Cc3ccccc3)CC2)cc1 (configuration not stated)	8	2	-3%	-27%	-4%	6	-2%	-1	-6%	5%
COc1cc2c(cc1OC)-c1nnc(-c3ccco3)n1C1(CCCC1)C2	2	8	1%	-21%	-2%	7	17%	-2	-10%	-4%
COc1ccc2[nH]c3c(c2c1)CCN1C(=O)C(CC(=O)NCc2ccco2)C[C@H](C(=O)N2CCCCC2)[C@@]31CCc1ccccc1 (some centres not stated)	·	16	2%	-11%	-12%	-11	·	·	·	·
CCOC(=O)C1CCCN(Cc2c(C(=O)N3CCOCC3)nc3ccccn23)C1 (configuration not stated)	2	-14	-1%	-3%	4%	0	-9%	2	-7%	3%

Reformatted: results already given
| structure | TRPV1 ag | hERG WT inh | A-T KAP1 phos | Integrin act MD | ASM inhibitor | KCNH2 3.1 block | CXXC DNA block | FBPA coupling cs | MBNL1 CUG block | GALK inhibitor |
| --- | --- | --- | --- | --- | --- | --- | --- | --- | --- | --- |
| CC(NS(=O)(=O)c1ccccc1)C(c1cccs1)N1CCN(c2ccccc2)CC1 (configuration not stated) | -1 | -26 | -11% | 1%[7.66 µM] | -5% | -15 | 9% | 3 | -2% | -2% |
| CC(C)NC(=O)c1ccccc1NC(=O)Cc1ccc(Br)cc1 | 8 | -8 | 1% | 3% | -1% | -5 | 33%[activator] | -1 | 3% | -1% |
